# Efflux pump inh = antifungal efflux pump inhibition, Nile Red retention. S. cerevisiae Candida pump triplex. inhibition, % at 10 µM. hit rate 0.44% among 330,000. AID 485275;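 active means plate passing quality check with inhibition over a set limit, or well fluorescence over plate mean plus 4 SD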;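 further: Nile Red retained in pooled yeast measured as flow cytometry median fluorescence; 0% = buffer negative control and 100% = Enniatin B positive control; higher means more Nile Red kept so more efflux inhibition; some compounds called inactive have numbers as strong as hits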
# CIT2-GFP yeast = yeast TOR pathway CIT2-GFP modulation. S. cerevisiae CIT2-GFP strain, flow cytometry, 3 h; 100 means same as DMSO wells. hit rate 0.065% among 320,000. AID 2029. GFP response vs DMSO, % at 10 µM;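 active means GFP response relative to DMSO above a set limit, near the screen mean plus 3 SD, cut at about 150% in these data; inconclusive means Fewer than 70 cells measured for a yeast strain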;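 further: ratio of well median GFP fluorescence to mean of DMSO wells on the plate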
# MEP2 TOR yeast = modulators of TOR pathway MEP2-GFP in S. cerevisiae; S. cerevisiae MEP2-GFP strain, flow cytometry GFP, 3 h; 100% = DMSO control level; GFP response vs DMSO, % at 10 µM; AID 2016; hit rate 0.51% among 330,000;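 active means GFP response versus DMSO above a set limit, roughly screen mean plus 3 SD, cut at about 180% in these data; inconclusive means fewer than 70 cells counted for a yeast strain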;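 further: median GFP fluorescence of the barcode-gated MEP2-GFP cells per well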
# AHR act = activates the human aryl hydrocarbon receptor | hit rate 2.5% among 320,000 | AHR-responsive luciferase reporter cells, luminescence | P35869 | AID 2796 | activation, % at 5 µM; in the data active means activation above about 47%;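 further: 0% = vehicle wells and 100% = reference agonist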
# Target sequence (P35869 whole entry, looked up): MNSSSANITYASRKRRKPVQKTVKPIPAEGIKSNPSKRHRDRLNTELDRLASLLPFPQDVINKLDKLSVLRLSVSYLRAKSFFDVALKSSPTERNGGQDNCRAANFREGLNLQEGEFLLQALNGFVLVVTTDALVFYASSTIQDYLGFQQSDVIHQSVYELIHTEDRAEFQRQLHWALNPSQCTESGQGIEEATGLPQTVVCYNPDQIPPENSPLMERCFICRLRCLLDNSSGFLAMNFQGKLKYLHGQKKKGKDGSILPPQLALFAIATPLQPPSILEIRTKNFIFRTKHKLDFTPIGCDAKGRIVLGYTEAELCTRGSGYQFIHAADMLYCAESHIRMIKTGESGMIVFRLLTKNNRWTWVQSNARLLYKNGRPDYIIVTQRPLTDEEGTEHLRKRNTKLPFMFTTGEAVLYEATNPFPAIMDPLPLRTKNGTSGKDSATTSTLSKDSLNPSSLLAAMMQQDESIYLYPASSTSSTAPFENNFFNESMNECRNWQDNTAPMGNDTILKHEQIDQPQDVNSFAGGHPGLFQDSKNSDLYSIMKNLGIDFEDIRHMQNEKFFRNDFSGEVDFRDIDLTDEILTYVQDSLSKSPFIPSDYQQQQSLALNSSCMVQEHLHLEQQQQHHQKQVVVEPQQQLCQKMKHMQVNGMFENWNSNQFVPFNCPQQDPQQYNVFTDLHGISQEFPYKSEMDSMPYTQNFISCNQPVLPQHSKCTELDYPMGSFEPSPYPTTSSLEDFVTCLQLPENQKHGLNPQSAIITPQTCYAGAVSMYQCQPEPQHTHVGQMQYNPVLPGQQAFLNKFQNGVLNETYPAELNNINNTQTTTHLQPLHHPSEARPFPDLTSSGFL
# LAP4-GFP MLPCN = yeast TOR pathway LAP4-GFP modulation | S. cerevisiae LAP4-GFP multiplex, flow cytometry GFP, 3 h; median GFP as percent of DMSO wells | GFP response vs DMSO, % at 10 µM | hit rate 0.34% among 320,000;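 active means GFP response vs DMSO above a set limit, about the screen mean plus 3 SD, cut at about 150% in these data; inconclusive means under 70 cell events counted for the yeast strain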
# AGP1 TOR yeast = modulators of TOR pathway AGP1-GFP in S. cerevisiae; S. cerevisiae AGP1-GFP multiplex flow cytometry, 3 h; GFP as percent of DMSO wells; hit rate 0.02% among 320,000; GFP response vs DMSO, % at 10 µM;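 active means GFP response relative to DMSO above a set limit, near screen average plus 3 SD, cut at about 150% in these data; inconclusive means fewer than 70 cells counted for the yeast strain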;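 further: median GFP channel fluorescence of the gated AGP1 strain per well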
# RPL19A TOR yeast = yeast TOR pathway RPL19A-GFP modulation; S. cerevisiae RPL19A-GFP strain, flow cytometry, 3 h; hits give low values; percent response vs DMSO, % at 10 µM; hit rate 0.3% among 330,000; AID 2025;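 active means percent response vs DMSO below 50%; inconclusive means fewer than 70 events counted for the yeast strain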;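 further: median channel GFP fluorescence of the barcoded RPL19A-GFP strain; ratio of sample median GFP to plate DMSO average so 100% = DMSO; lower means less RPL19A-GFP as with rapamycin TOR inhibition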
# Yeast superoxide = lowers age-related superoxide in aged yeast cells; S. cerevisiae aged cells, superoxide DHE fluorescence; hits give low values; superoxide response (% of plate mean), % at 10 µM; hit rate 0.18% among 330,000;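 active means superoxide response under a set limit, about three screen SD below normal, cut at about 65% in these data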;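 further: yeast aged for seven days with compound at 30 °C before DHE staining; 100% = average MFI of all compound-treated wells on the plate with controls excluded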
# * = called active by the depositor; u = inconclusive; x = no result given; [ ] = another dose, or the depositor's remark.
SMILES,Efflux pump inh,CIT2-GFP yeast,MEP2 TOR yeast,AHR act,LAP4-GFP MLPCN,AGP1 TOR yeast,RPL19A TOR yeast,Yeast superoxide
CC(=O)c1cccc(NC(=O)N2CCCC2C(=O)NCc2ccccc2)c1 (stereo not drawn),0.0,98,97,0,96,101,99,91
CCN(CC)C(=O)CC(c1ccccc1)c1ccco1 (stereo not drawn),0.1,98,102,-2,103,105,101,96
C=CC[C@@H](CC(=O)N(CCO)Cc1ccccc1)C(=O)N[C@H](COC(=O)[C@@H](CC=C)CC(=O)OC(C)(C)C)Cc1c[nH]c2ccccc12,-0.3,93,100,1,97,102,94,118
CC1CN(c2nc3c(c(=O)n(C)c(=O)n3C)n2Cc2c(Cl)cccc2Cl)CC(C)O1 (stereo not drawn),-0.1,84,97,3,83,96,95,101
COc1ccc(-c2c(C(C)=O)c(C)nc3sc4c(=N)n(N)cnc4c23)cc1,-0.1,110,112,6,106,113,107,110
COC(=O)CN(c1ccccc1[N+](=O)[O-])S(=O)(=O)c1ccccc1,0.8,111,119,2,108,110,103,98
O=C(NCC1CCCN1S(=O)(=O)c1cccs1)c1ccccc1 (stereo not drawn),0.2,86,91,0,111,108,95,101
CCc1nnc(NC(=O)CCC(=O)NCc2ccc(C)cc2)s1,-0.3,96,92,7,94,94,96,100
COc1ccc(OC)c(S(=O)(=O)N2CCN(C(=O)c3ccco3)CC2)c1,0.4,100,107,4,92,99,104,104
COCCSc1nnc(NC(=O)CCS(=O)(=O)c2ccccc2)s1,-0.3,99,104,11,93,103,104,97
CCn1c(C)nnc1SCC(=O)Nc1ccccc1Cl,0.0,108,99,-1,96,105,102,101
O=C(Nc1nc(-c2ccc(F)cc2)cs1)c1cccc(N2C(=O)CCC2=O)c1,0.1,97,90,48*,80,89,101,106
O=C(C1=CC=CN2CCS(=O)(=O)N=C12)N1CCN(c2cccc(Cl)c2)CC1,-0.1,94,104,2,98,98,101,87
COc1ccccc1N(CC(=O)NC1CCCCC1)S(C)(=O)=O,0.1,98,104,3,102,93,97,119
CC(C)OC(=O)NCCOC(=O)Nc1cccc(Cl)c1,0.7,u,164[may fluoresce violet],2,u,u,59[may fluoresce violet],103
Cc1cccc2c1N1C(=O)c3c(C(=O)O)cccc3C1CC2C (stereo not drawn),-0.1,66,92,-1,109,85,96,93
N/C(=N\OC(=O)c1cc([N+](=O)[O-])ccc1Cl)c1ccccn1,0.1,93,101,21,113,100,100,100
COc1ccc(CCNC(=O)C(=O)NN=C2CCCCCCC2)cc1OC,0.2,x,143,2,x,x,92,105
CCOC(=O)Cn1nc(-c2ccc(C)cc2)ccc1=O,0.0,97,98,5,97,97,96,86
CCN(CCn1cccn1)C(=O)CCc1nnc(C2(c3ccc(Cl)cc3)CCC2)o1,0.1,104,105,3,98,95,102,91
Cc1ccc2occ(/C=N/NC(=O)c3ccccc3Br)c(=O)c2c1,-0.1,97,92,1,78,90,101,103
COC(=O)c1ccc(COc2ccccc2OC)o1,0.1,97,113,0,99,93,101,98
COc1ccc(SCCN2CC[C@@H](C)CCC2=O)cc1,0.0,96,89,0,106,95,96,101
Nc1nncn1C(=O)c1cc(Br)ccc1Cl,-0.1,x,96,-1,91,106,100,97
CCN(C[C@H]1N[C@@](Cc2ccccc2)(C(=O)OC)[C@H]2C(=O)N(Cc3ccccc3)C(=O)[C@@H]12)C(=O)C1CCCCC1,-0.2,105,98,3,95,104,100,97
Cc1ccc(C(C(=O)NC2CCCCC2)N2CCC3(CC2)OCCO3)cc1 (stereo not drawn),-0.2,105,109,2,111,108,101,102
O=C(NO)c1ccccc1O,-0.1,96,95,3,92,96,101,101
Cc1ccc(C(=O)N/C(=C\c2cccs2)C(=O)N2CCOCC2)cc1C,-0.1,98,93,2,92,99,91,95
CCOC(=O)c1cn(Cc2cccc(Cl)c2)c2cc(C)nn2c1=O,-0.2,104,106,4,123,110,100,109
CC(C)CN(C(=O)Cn1ccccc1=O)C1CCS(=O)(=O)C1 (stereo not drawn),0.0,104,95,1,100,100,102,102
O=C(COc1ccc(S(=O)(=O)N2CCOCC2)cc1)Nc1ccc(Br)cc1,0.0,104,95,-1,96,99,97,109
Cc1nc(N2CCN(c3ccccc3)CC2)nc2c1C(=O)CCC2,-0.1,82,105,-15,93,102,95,101
Cn1cc(-c2nnc(-c3ccccc3)o2)c2ccccc21,0.0,97,101,49*,104,92,97,102
COCCCNC(=O)CCCn1c(=O)c2ccccc2n(Cc2cccc([N+](=O)[O-])c2)c1=O,0.2,91,96,2,98,97,97,96
Clc1ccc2nc(CSc3nc4ccccc4o3)cn2c1,-0.2,98,94,-8,118,104,105,107
COc1ccccc1Nc1nc(-c2cccc(N3C(=O)c4ccccc4C3=O)c2)cs1,0.2,93,101,47,87,91,102,94
CC(=O)NC(c1ccccc1)c1c(O)ccc2ccccc12 (stereo not drawn),-0.1,107,103,4,109,112,101,113
COc1cc(C(=O)Nc2ccc3c(c2)OCO3)ccc1OCc1c(C)noc1C,0.0,95,72,9,107,88,93,105
Cc1cccc(NC(=O)c2ccc(F)c(S(=O)(=O)N3CCC4(CC3)OCCO4)c2)c1,0.1,106,105,9,116,104,105,92
O=C1C2CC(O)CN2C(=O)N1c1ccccc1 (stereo not drawn),0.3,92,99,1,97,92,97,108
O=C(NCCCn1ccnc1)c1cc(S(=O)(=O)N2CCOCC2)c(Cl)cc1Cl,0.1,96,99,11,96,107,98,106
Cc1cc(C(=O)N/N=C/c2cn[nH]c2-c2ccccc2)cs1,0.6,88,91,96*,86,88,96,93
C=CCn1c(NCc2ccco2)nc2ccccc21,-0.1,102,101,x,95,100,101,96
CCOc1cc(/C=N/NC(=O)c2ccncc2)ccc1OC(=O)c1ccc([N+](=O)[O-])cc1,0.0,102,104,8,94,102,98,113
CCO[C@H]1OC(C(=O)NCc2nc3ccccc3[nH]2)=C[C@@H](c2ccc(C(F)(F)F)cc2)[C@@H]1CCCO,0.3,66,99,3,120,79,91,102
CCOc1cc(N2CCOCC2)c(OCC)cc1NC(=O)CSc1cccc[n+]1[O-],0.1,91,100,4,95,95,98,116
CCCc1cc(NCCCCO)n2c(nc3ccccc32)c1C#N,-0.1,105,101,-1,103,104,98,98
Cc1ccc(C(=O)NCCNC(=O)COc2ccc(Cl)cc2)cn1,0.0,93,100,-3,94,103,101,99
Cc1cc(NC(=O)c2ccc(Br)c(S(=O)(=O)N3CCCC3)c2)no1,0.0,102,105,5,103,106,101,83
O=C(/C=C/c1ccc(-c2ccccc2)cc1)NCc1cccnc1,0.3,91,107,12,105,90,102,103
Cc1nn(Cc2ccc(C(=O)Nc3ccc(C(=O)OC(C)C)cc3)o2)c(C)c1Cl,0.1,x,91,4,91,89,93,106
CCC(=O)Nc1cccc(C2=NOC3(C2)C[C@H](C(N)=O)N(C(=O)CC#N)C3)c1 (stereo partly drawn),-0.2,104,98,0,126,90,101,96
COc1ccc(CNC(=O)CN2C(=O)COc3ccc(S(=O)(=O)NC4CCCC4)cc32)cc1,0.0,92,95,0,91,95,96,94
O=C(c1ccc(S(=O)(=O)N2CCCC2)cc1)N1CCN(c2ccccc2F)CC1,0.4,104,104,-2,96,97,98,90
CCCCc1ccc(NC(=O)NCc2cccnc2)cc1,0.0,106,104,7,103,106,102,104
CSc1ccc(CN(C)CC(=O)NC(=O)NC(C)(C)C)cc1,-0.1,95,104,0,101,102,100,105
CCCCOC(=O)C1=C(C)Nc2nnnn2C1c1ccccc1Cl (stereo not drawn),-0.1,99,94,-1,94,99,96,103
Nc1nonc1-n1nnc(C(=O)N/N=C/c2ccncc2)c1CSc1ccccc1,0.2,98,102,22,89,93,102,97
CC(=O)NCCC(=O)Nc1nc(-c2ccc3c(c2)OCCO3)cs1,0.4,88,97,40,95,101,102,92
Cc1ccc(C)c(N2CCN(S(=O)(=O)c3cccc4cccnc34)CC2)c1,0.1,108,135,-1,111,103,99,88
# (cont.)
SMILES,Efflux pump inh,CIT2-GFP yeast,MEP2 TOR yeast,AHR act,LAP4-GFP MLPCN,AGP1 TOR yeast,RPL19A TOR yeast,Yeast superoxide
Cn1c(COc2ccc3ccccc3c2)nnc1SCC(=O)O,0.0,95,93,2,101,100,93,101
O=C(Nc1ccc(Oc2ccccc2)nc1)C1CCCCN1Cc1cccc(OCCO)c1 (stereo not drawn),0.0,100,110,2,104,102,100,92
COc1ccc(N2CCN(C(=O)COC(=O)CNC(=O)c3cccc(OC(F)F)c3)CC2)cc1,0.1,94,98,-1,100,101,101,138
COc1ccccc1CNS(=O)(=O)c1cc(C)ccc1OC,0.1,102,97,22,100,x,98,101
Cc1cc(C)cc(N2C(=O)CC(n3ccnc3)C2=O)c1 (stereo not drawn),-0.1,94,100,-6,98,97,96,108
CCOC(=O)C1(Cc2ccc(OC)cc2)CCN(C(=O)c2sc(C)nc2C)CC1,0.3,103,119,0,107,103,111,110
COc1ccc(NC2=NCC(Cc3ccc(Br)cc3)S2)cc1 (stereo not drawn),0.0,101,99,-7,100,105,101,84
CN1CCN(c2ccc(NC(=O)c3cc4ccccc4o3)cc2)CC1,-0.1,100,114,14,95,96,108,103

# Entries from the list above with an aryl thioether with sulfur outside any ring (8):
SMILES,Efflux pump inh,CIT2-GFP yeast,MEP2 TOR yeast,AHR act,LAP4-GFP MLPCN,AGP1 TOR yeast,RPL19A TOR yeast,Yeast superoxide
COCCSc1nnc(NC(=O)CCS(=O)(=O)c2ccccc2)s1,-0.3,99,104,11,93,103,104,97
CCn1c(C)nnc1SCC(=O)Nc1ccccc1Cl,0.0,108,99,-1,96,105,102,101
COc1ccc(SCCN2CC[C@@H](C)CCC2=O)cc1,0.0,96,89,0,106,95,96,101
Clc1ccc2nc(CSc3nc4ccccc4o3)cn2c1,-0.2,98,94,-8,118,104,105,107
CCOc1cc(N2CCOCC2)c(OCC)cc1NC(=O)CSc1cccc[n+]1[O-],0.1,91,100,4,95,95,98,116
CSc1ccc(CN(C)CC(=O)NC(=O)NC(C)(C)C)cc1,-0.1,95,104,0,101,102,100,105
Nc1nonc1-n1nnc(C(=O)N/N=C/c2ccncc2)c1CSc1ccccc1,0.2,98,102,22,89,93,102,97
Cn1c(COc2ccc3ccccc3c2)nnc1SCC(=O)O,0.0,95,93,2,101,100,93,101
